Bioassay records as filed in PubChem BioAssay.
Growth percent in the NCI-60 one-dose screen (48 h, 10 µM unless noted): 100 = growth as untreated, 0 = no growth, -100 = all killed.
TK-10 – TK-10 renal cancer cells. 81,000 compounds, 3.9% hits
UO-31 – UO-31 renal cancer; 81,000 compounds, 5.2% hits
DU-145 – DU-145 prostate cancer; 81,000 compounds, 4.2% hits; AID 1794760
786-0 – 786-0 renal cancer cells; 81,000 compounds, 5.1% hits; AID 1794775
A498 – A498 renal cancer cells; AID 1794774; 76,000 compounds, 5.4% hits
RXF 393 – RXF 393 renal cancer cells; 77,000 compounds, 6.9% hits
ACHN – ACHN renal cancer; 81,000 compounds, 4.9% hits
SN12C – SN12C renal cancer cells | 81,000 compounds, 3.8% hits | AID 1794767
CAKI-1 – CAKI-1 renal cancer; 75,000 compounds, 4.7% hits; AID 1794772
Active calls of the source: *; x = no result given; & = joins results of further samples; [ ] = remark or other dose. The calls were made as follows: active = growth percent below 10; inactive = the rest.

SMILES | TK-10 | UO-31 | DU-145 | 786-0 | A498 | RXF 393 | ACHN | SN12C | CAKI-1
NS(=O)(=O)c1ccc(N2C(=O)/C(=C/c3ccccc3)N=C2c2ccccc2)cc1 | 91 | 77 | 91 | 87 | 100 | 94 | 56 | 80 | 67
Cc1[nH]ccc2c1[nH]c1cc(=O)ccc12 | 121 | 104 | 98 | 100 | 96 | 89 | 80 | 99 | 84
Cc1cc(=O)oc2cc(OC(=O)C3CC3)ccc12 | 95 | 87 | 105 | 95 | 82 | 105 | 102 | 100 | 92
O=C(NC1CCCCC1)NC1CCCCC1 | 113 | 73 | 100 | 96 | 103 | 103 | 94 | 101 | 97
COc1ccc(/C=C2/C(=O)Nc3cc(Cl)c(CCCl)cc32)cc1 | 117 | 54 | 91 | 97 | 82 | 94 | 75 | 89 | 71
Cc1ccc(-c2nc3nc(-c4ccccc4)nc(N4CCCN(S(C)(=O)=O)CC4)c3o2)cc1 | 67 | 59 | 57 | 88 | 94 | 19 | 46 | 72 | 63
O=C1Nc2cc(Cl)ccc2/C1=C\c1c[nH]c2ccc(F)cc12 | 93 | 62 | 81 | 82 | 69 | 83 | 47 | 80 | 45
Nc1c(C(=O)Nc2ccccc2)sc2nc(-c3cnccn3)cc(-c3cccs3)c12 | 108 | 91 | 104 | 100 | 108 | 113 | 105 | 99 | 96
CCCCCCCCCCCCCCCCCCOc1ccc(CC(=O)OCC[N+]2(C)CCOCC2)cc1 | 101 | 94 | 106 | 89 | 108 | 99 | 100 | 94 | 100
NNc1ccccc1[N+](=O)[O-] | 110 | 78 | 106 | 107 | 102 | 88 | 100 | 99 | 91

Molecules from the list above that have a halogen, in the order listed:
SMILES | TK-10 | UO-31 | DU-145 | 786-0 | A498 | RXF 393 | ACHN | SN12C | CAKI-1
COc1ccc(/C=C2/C(=O)Nc3cc(Cl)c(CCCl)cc32)cc1 | 117 | 54 | 91 | 97 | 82 | 94 | 75 | 89 | 71
O=C1Nc2cc(Cl)ccc2/C1=C\c1c[nH]c2ccc(F)cc12 | 93 | 62 | 81 | 82 | 69 | 83 | 47 | 80 | 45

(continued)
SMILES | TK-10 | UO-31 | DU-145 | 786-0 | A498 | RXF 393 | ACHN | SN12C | CAKI-1
O=c1cc(O)nc2ccccn12 | 110 | 86 | 109 | 100 | 75 | x | 94 | 99 | 90
O=c1[nH]n(-c2nnc3n2N=C(c2ccc(Br)cc2)CS3)c(=O)c2ccccc12 | 99 | 81 | 113 | 95 | 92 | 109 | 99 | 97 | 89
C=CCn1cc(-c2nc3ccccc3s2)c2cc(-c3ccc4c5c(cccc35)C(=O)NC4=O)ccc21 | 195 | 62 | 108 | 96 | 112 | 94 | 92 | 95 | 75
CC12CCC(O)CC1=CCC1C2CCC2(C)C3=NN=CC3CC12 (stereo not given) | 108 | 105 | 122 | 112 | 124 | 102 | 98 | 105 | 127
CC1=C(C(=O)Nc2ccccc2)C(c2cccc3ccccc23)n2c(nc3ccccc32)N1 (stereo not given) | 81 | 59 | 29 | 6.3* | 102 | 14 | 28 | 18 | 5.8*
COc1ccc(C(=O)Nc2n[nH]c(Nc3ccccc3)c2C#N)cc1 | 100 | 91 | 119 | 104 | 108 | 118 | 99 | 110 | 103
CC1=NN(c2cccc(Cl)c2)C(=O)/C1=C\c1cn(-c2nc(N3CCOCC3)nc(N3CCOCC3)n2)c2ccccc12 | 93 | 83 | 106 | 102 | 116 | 115 | 103 | 104 | x
COc1ccc(/C=N/NC(=O)Cn2c(C(C)C)nc3ccccc32)cc1 | 102 | 91 | 105 | 99 | 101 | 86 | 109 | 97 | 91
OCc1cc(CN2CCOCC2)c(O)c2ncccc12 | 100 | 47 | 92 | 98 | 99 | 105 | 72 | 87 | 58
Cc1ccc2[nH]c(=O)cc(N/N=C/c3ccc(Cl)cc3)c2c1 | 105 | 101 | 120 | 96 | 106 | 119 | 103 | 106 | 115
N#Cc1c(-c2ccc(F)cc2)cc(-c2ccccn2)[nH]c1=O | 111 | 79 | 108 | 98 | 87 | 104 | 101 | 98 | 94
S=c1[nH]cc[nH]1 | 112 | 88 | 106 | 99 | 94 | 108 | 102 | 106 | 93
Cc1ccc(C2C3=C(NC(C)(C)NC3Nc3cccnc3)OC2C(=O)c2ccc(N=[N+]=[N-])cc2)cc1 (stereo not given) | 126 | 72 | 106 | 106 | 106 | 133 | 104 | 97 | 97
COc1cc(N2C(=O)c3nccnc3C2=O)cc(OC)c1OC | 100 | 87 | 115 | 97 | 87 | 126 | 112 | 94 | 97
COc1ccc(/C=C\c2cc(OC)c(OC)c(OC)c2)cc1OC(=O)c1cccc(Cn2cc(CCOC(=O)[C@H](N)Cc3cn(C)c4ccccc34)nn2)c1 | 80 | 43 | -8.1* | 16 | x | 35 | 27 | 39 | 34
Nc1o[nH]c(=O)c1C1CCCCC1 | 113 | 96 | 111 | 111 | x | 100 | 103 | 113 | 94
Cc1nc2c(cnn2-c2ccccc2)c(=O)n1-c1ccc(N2C(=O)c3ccccc3C2=O)cc1 | 97 | x | 105 | 92 | 86 | 102 | 100 | 90 | 88
O=C(COc1cccc(/C=C2\CSc3ccccc3C2=O)c1)Nc1nccs1 | 70 | 60 | 106 | 101 | x | 71 | 70 | 89 | 78
O=C(O)c1ccc(CNC(=O)c2ccccc2Nc2ccnc(C(F)(F)F)c2)cc1 | 109 | 79 | 102 | 99 | 95 | 108 | 96 | 106 | 99
COc1cc(/C(C)=C(\c2ccc(Cl)cc2)c2ccc(OCCN)cc2)ccc1F | 101 | 90 | 105 | 101 | 91 | 124 | 102 | 99 | 93
FC(F)(F)c1ccc(-c2cnc(C3=NCCN3)nc2NC2CCCCCC2)cc1 | 108 | 62 | 108 | 96 | 90 | 107 | 103 | 98 | 88
O=C1C(CO)C(CO)C(CO)C1CO (stereo not given) | 106 | 103 | 126 | 104 | 116 | 115 | 110 | 110 | 100
CS(=O)(=O)c1cc(C(=O)O)cc(NCc2ccccc2)c1Oc1ccccc1 | 93 | 93 | 109 | 99 | 92 | 88 | 103 | 98 | 98
CCOC(=O)c1cc(/C=C/c2ccc(Cl)cc2Cl)on1 | 155 | x | 31 | -69* | 133 | -37* | 2.0* | 71 | 43
Cc1ccc(S(=O)(=O)OC(CI)C2OC(c3ccccc3)OC3COC(c4ccccc4)OC32)cc1 (stereo not given) | 101 | 74 | 112 | 100 | 90 | 103 | 87 | 104 | 85
O=[N+]([O-])c1ccc(NN=C2CCCCCC2)c([N+](=O)[O-])c1 | 87 | 63 | 101 | 92 | 78 | 105 | 90 | 98 | 88
CC(=O)N1CCN(CCNC(=O)n2cc(-c3ccncc3)c(-c3ccc(O)c(Cl)c3)n2)CC1 | 87 | 131 | 105 | 113 | 118 | 120 | 105 | 102 | 136
O=C(Nc1ccc(Cl)c(Cl)c1)Nc1nccnc1OCc1ccc(Cl)cc1 | 99 | 78 | 106 | 84 | 97 | 97 | 99 | 97 | 92
CC(C)c1cc(C(C)C)c(S(=O)(=O)n2cc(C=O)c3ccccc32)c(C(C)C)c1 | 116 | 81 | 102 | 102 | 120 | 111 | 93 | 96 | 58
COc1ccc(CN(C2CCS(=O)(=O)C2)S(=O)(=O)c2ncsc2-c2ccccc2)cc1 (stereo not given) | 102 | 92 | 105 | 98 | x | 105 | 104 | 95 | 85
O=S(=O)(Nc1ccc(OCc2nnc(-c3ccc(Cl)cc3)o2)c(F)c1)c1ccccc1 | 95 | 74 | 102 | 86 | 102 | 99 | 91 | 87 | 85
COc1ccccc1N1C(=O)CC(Sc2ccccc2N)C1=O (stereo not given) | 153 | 74 | 114 | 97 | 173 | 81 | 88 | 91 | 65
Cn1cc(/C=C(\C#N)C(=O)Nc2ncc(Cc3ccccc3Cl)s2)c2ccccc21 | 100 | 91 | 102 | 95 | 98 | 120 | 106 | 95 | 86
COc1ccc2c(c1)/C(=C/c1c(-c3cc(OC)c(OC)c(OC)c3Br)nc3sccn13)C(=O)N2 | 118 | 83 | 114 | 93 | 108 | 118 | 87 | 120 | x
CCOC(=O)c1ccc(-n2cnc(-c3ccc([N+](=O)[O-])cc3)c2)cc1 | 109 | 85 | 107 | 107 | 86 | 94 | 102 | 99 | 103
CNN(C)c1ccccc1C | 100 | 94 | 107 | 108 | x | 107 | 96 | 105 | 94
CCCCOc1ccc(NC(=O)c2sc3nc(C)ccc3c2N)cc1 | -20* | 1.8* | 46 | -78* | 37 | -21* | -19* | 21 | 27
O=C1/C(=C/c2ccc(Br)cc2)SC(=S)N1c1cccnc1 | 100 | 81 | 107 | 97 | 103 | 108 | 98 | 103 | 94
CS(=O)(=O)OCCCCOS(C)(=O)=O | 139&108 | 91 | 143&111 | 220 | 124&110 | 116&112 | 126&104 | 132&96 | 146&88
C=CCOC(=O)NC(CCC(=O)O)C(=O)O (stereo not given) | 109 | 82 | 106 | 105 | 101 | 113 | 119 | 104 | 100

Fetched by compound from above, 3 records:
SMILES | TK-10 | UO-31 | DU-145 | 786-0 | A498 | RXF 393 | ACHN | SN12C | CAKI-1
O=C(COc1cccc(/C=C2\CSc3ccccc3C2=O)c1)Nc1nccs1 | 70 | 60 | 106 | 101 | x | 71 | 70 | 89 | 78
COc1ccc(C(=O)Nc2n[nH]c(Nc3ccccc3)c2C#N)cc1 | 100 | 91 | 119 | 104 | 108 | 118 | 99 | 110 | 103
Nc1c(C(=O)Nc2ccccc2)sc2nc(-c3cnccn3)cc(-c3cccs3)c12 | 108 | 91 | 104 | 100 | 108 | 113 | 105 | 99 | 96

(list continues)
SMILES | TK-10 | UO-31 | DU-145 | 786-0 | A498 | RXF 393 | ACHN | SN12C | CAKI-1
CCCCCNCCCCCNc1cc(OC)cc2cccnc12 | 79 | 46 | 104 | 83 | 75 | 68 | 94 | 93 | x
COc1ccc(-c2nc(SCC(=O)c3ccc(Br)cc3)[nH]c(=O)c2C#N)cc1 | 100 | 86 | 103 | 90 | 79 | 106 | 122 | 112 | 100
CCN(CC)CCNC(=O)c1cn2ncnc(Oc3ccc(NC(=O)Nc4ccc(Cl)c(C(F)(F)F)c4)cc3)c2c1C | -66* | -92* | -53* | -90* | -6.5* | -36* | -55* | -93* | -59*
[N-]=[N+]=NCc1ncc(-c2ccc(C(F)(F)F)cc2)c(NC2CCCCCC2)n1 | 112[50 µM] | 50[50 µM] | 73[50 µM] | 69[50 µM] | 82[50 µM] | 88[50 µM] | 73[50 µM] | 85[50 µM] | 84[50 µM]
CCOC(=O)C1=C(C)NC(=O)NC1c1cc(OC)c(OC)c(OC)c1 (stereo not given) | 104 | 97 | 108 | 106 | 104 | 111 | 95 | 96 | 103
COC(=O)c1cccc(NC(=O)c2ccc(-c3cccc(N)c3)o2)c1 | 125 | 83 | 110 | 109 | 105 | 102 | 102 | 94 | 91
COc1cnc2c(c1)C(=O)c1c-2n(CCCNCCN2CCOCC2)c(=O)c2cc([N+](=O)[O-])ccc12 | -0.7* | -86* | 2.6* | -54* | -87* | -32* | -70* | 4.5* | -29*
COc1cccc(-c2nc(Nc3ccc(S(N)(=O)=O)cc3)c3ccccc3n2)c1 | 47 | 17 | 29 | 5.4* | 24 | 13 | 18 | 45 | 25
NS(=O)(=O)c1ccc(N2N=C(c3ccc(NC(=O)Nc4ccccc4)cc3)CC2c2ccc(Cl)cc2)cc1 (stereo not given) | 74 | 24 | 80 | 66 | 109 | 56 | 62 | 65 | 53
CCOC(=O)C1=Cc2c(-c3cc(Cl)ccc3O)n[nH]c2C(C)(C)C1 | 116 | 93 | 94 | 87 | 81 | 89 | 87 | 93 | 70
O=C(Nc1ncc(Cc2ccc(Br)cc2)s1)C(=S)N1CCOCC1 | 99 | 80 | 105 | 102 | 110 | 104 | 107 | 96 | 91
Cc1cccc(NC=O)c1C | 105 | 99 | 112 | 105 | 84 | 100 | 111 | 92 | x
CC1=C(C(=O)OC(C)C)C(c2ccc(O)cc2)NC(=S)N1 (stereo not given) | 96 | 96 | 100 | 96 | 138 | 97 | 109 | 105 | 98
CCCCCCCN(CCCCCCC)C(C)C(O)c1ccc2cc(Br)c3ccccc3c2c1 (stereo not given) | 102 | 94 | 108 | 95 | 104 | x | 103 | 100 | 99
CC(=O)n1cc([C@H]2CC[C@H](c3cn(C(C)=O)c4ccccc34)c3c2c2ccccc2n3C(C)=O)c2ccccc21 | 106 | 69 | 97 | 98 | x | 111 | 84 | 95 | 72
c1ccc(-c2ccccc2Nc2nc3ccccc3s2)cc1 | 107 | 67 | 114 | 111 | 99 | 118 | 98 | 97 | 92
CCN(CC)CCCNc1cccc2ccc(OC)nc12 | 99 | 89 | 110 | 106 | 63 | 101 | 104 | 96 | 101
CCc1c(Cl)nc(N)nc1Nc1ccccc1C | 106 | 94 | 104 | 104 | x | 106 | 104 | 99 | 92
CCn1c(SCC(=O)c2ccc(C)cc2)nnc1-c1ccncc1 | 112 | 91 | 104 | 106 | 91 | 116 | 105 | 100 | 96
NC(=O)c1ccccc1OCc1ccccc1 | x | 99 | 113 | 96 | 91 | 95 | 98 | 90 | 100
Cc1nc2cc(Nc3nc(N4CCOCC4)nc(N4CCOCC4)n3)ccc2n1Cc1ccccc1 | 92 | 44 | 62 | 81 | 75 | 72 | 89 | 91 | 85

Five of the compounds above, as a markdown table:
| Structure | TK-10 | UO-31 | DU-145 | 786-0 | A498 | RXF 393 | ACHN | SN12C | CAKI-1 |
| --- | --- | --- | --- | --- | --- | --- | --- | --- | --- |
| O=C(Nc1ncc(Cc2ccc(Br)cc2)s1)C(=S)N1CCOCC1 | 99 | 80 | 105 | 102 | 110 | 104 | 107 | 96 | 91 |
| Cc1cccc(NC=O)c1C | 105 | 99 | 112 | 105 | 84 | 100 | 111 | 92 | x |
| CC1=C(C(=O)OC(C)C)C(c2ccc(O)cc2)NC(=S)N1 (stereo not given) | 96 | 96 | 100 | 96 | 138 | 97 | 109 | 105 | 98 |
| CCCCCCCN(CCCCCCC)C(C)C(O)c1ccc2cc(Br)c3ccccc3c2c1 (stereo not given) | 102 | 94 | 108 | 95 | 104 | x | 103 | 100 | 99 |
| CC(=O)n1cc([C@H]2CC[C@H](c3cn(C(C)=O)c4ccccc34)c3c2c2ccccc2n3C(C)=O)c2ccccc21 | 106 | 69 | 97 | 98 | x | 111 | 84 | 95 | 72 |
